HCMV antiviral: qHTS Assay for inhibitors of the human cytomegalovirus (HCMV) | AID 1259415, 2018 | 410,000 compounds, 4.5% hits | HFF cells, HCMV-luciferase reporter, 72 h; active compounds read low | activity change, negative = inhibition, % at 57.5 µM; in the data active = activity change below about -60%; inconclusive = no clear call, values can overlap the other calls; inactive = above about -39%
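Cell-based, HFFs, 1000 cells/well, 16 h 37C; cpds in DMSO + HCMV-luc, MOI 1 PFU/cell; 72 h 37C; OneGlo luminescence after 5 min RT; norm. to buffer vs Salinomycin 10uM.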
AmpC detergent: qHTS Inhibitors of AmpC Beta-Lactamase (assay with detergent); AmpC hydrolysis of nitrocefin, absorbance 480 nm, 0.01% Triton; Potency, µM (doses to about 114 µM), without a hit: at the top dose activity change, negative = inhibition, actives largely listed as inhibitors; 370,000 compounds, 0.041% hits; AID 485294, 2010;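 also: potency is read from the fitted curve at half-maximal effect; 0% = no-compound wells and -100% = no-enzyme wells; nearly all actives have a fitted effect of over 25% in size; some results filed as inactive show a strong effect at the top dose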
Target sequence (P00811 whole entry, looked up): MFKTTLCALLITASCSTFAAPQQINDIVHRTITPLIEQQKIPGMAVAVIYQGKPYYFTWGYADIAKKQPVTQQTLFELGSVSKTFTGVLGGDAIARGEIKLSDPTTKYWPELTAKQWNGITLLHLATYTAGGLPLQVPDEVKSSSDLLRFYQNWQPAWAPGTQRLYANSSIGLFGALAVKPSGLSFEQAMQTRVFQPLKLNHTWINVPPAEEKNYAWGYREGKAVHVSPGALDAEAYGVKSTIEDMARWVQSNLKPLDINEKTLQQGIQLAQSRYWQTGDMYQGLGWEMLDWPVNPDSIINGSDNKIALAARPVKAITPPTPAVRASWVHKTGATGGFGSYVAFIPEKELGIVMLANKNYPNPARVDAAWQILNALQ
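20 mM phosphate pH 7.0 + 0.01% (detergent screen) or 0.0001% Triton X-100; 5.3 nM AmpC reagent; cpd preinc 15 min RT; nitrocefin (800 uM stock) to start; A480 q20 s × 4 min; Activity was normalised to no-enzyme and no-compound control wells.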
TbPYK inhibitor: qHTS of Trypanosoma Brucei Inhibitors; pyruvate kinase (Trypanosoma brucei), Q57TT1; TbPYK enzyme, Kinase-Glo Plus ATP luminescence, 45 min; Potency, µM (top dose mostly 76.8 µM), for the others: at the highest dose activity, negative = inhibition, most hits filed as inhibitors; 410,000 compounds, 0.12% hits; also: potency is read from the fitted curve at half-maximal effect; nearly all actives have a fitted effect of over 50% in size
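ADP (130 uM final) triggers the TbPYK reaction after compound addition; incubation is 45 min at room temperature. Kinase-Glo Plus is then added and luminescence imaged. Normalized data are fitted to concentration-effect curves.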
HCV inhibitor: qHTS Assay for Inhibitors of Hepatitis C Virus (HCV). Potency, µM (top dose mostly 41.8 µM), without a hit: at the highest dose activity change, negative = inhibition, usual class: inhibitors. Huh7.5.1 HCVcc-Cre infection, luciferase reporter, 44 h. 340,000 compounds, 3.4% hits; also: potency is read from the fitted curve at half-maximal effect
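Reporter virus HCVcc-Cre (~0.5 moi) infects cells exposed to compound; seeding density 1,000 cells/well with 4 h settling beforehand. Luminescence, 15 sec read, taken 44 h post-infection following a 15 min RT substrate incubation.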
AMA1-RON2 inh: qHTS for Inhibitors of AMA1-RON; Towards Development of Antimalarial Drug Lead: Primary Screen; Plasmodium falciparum AMA1 (3D7) - RON2 peptide interaction; AlphaScreen AMA1-biotinylated RON2 peptide binding; Potency, µM (top dose mostly 58.2 µM), for the others: at the highest dose activity change, negative = inhibition, actives largely listed as inhibitors; 360,000 compounds, 0.2% hits; AID 720542, 2013;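 also: potency is read from the fitted curve at half-maximal effect; 0% = vehicle wells and -100% = peptide control; nearly all actives have a fitted effect of over 45% in size; some results filed as inactive show a strong effect at the top dose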
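AMA1 (3D7) with his tag at 25 nM final met compounds first, then biotinylated RON2 peptide at 25 nM; detection used donor plus acceptor beads, 10 µg/mL apiece, read by AlphaScreen after 30 min at room temperature.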
LmPK inhibitor: qHTS Assay for Inhibitors of Leishmania Mexicana Pyruvate Kinase (LmPK). Q27686. purified LmPK, Kinase-Glo ATP luminescence, 1 h. Potency, µM (highest dose often 57.5 µM), for inactives: at the top dose activity change, negative = inhibition, usual class: inhibitors. 290,000 compounds, 0.37% hits; also: potency is read from the fitted curve at half-maximal effect
Target sequence (Q27686 whole entry, looked up): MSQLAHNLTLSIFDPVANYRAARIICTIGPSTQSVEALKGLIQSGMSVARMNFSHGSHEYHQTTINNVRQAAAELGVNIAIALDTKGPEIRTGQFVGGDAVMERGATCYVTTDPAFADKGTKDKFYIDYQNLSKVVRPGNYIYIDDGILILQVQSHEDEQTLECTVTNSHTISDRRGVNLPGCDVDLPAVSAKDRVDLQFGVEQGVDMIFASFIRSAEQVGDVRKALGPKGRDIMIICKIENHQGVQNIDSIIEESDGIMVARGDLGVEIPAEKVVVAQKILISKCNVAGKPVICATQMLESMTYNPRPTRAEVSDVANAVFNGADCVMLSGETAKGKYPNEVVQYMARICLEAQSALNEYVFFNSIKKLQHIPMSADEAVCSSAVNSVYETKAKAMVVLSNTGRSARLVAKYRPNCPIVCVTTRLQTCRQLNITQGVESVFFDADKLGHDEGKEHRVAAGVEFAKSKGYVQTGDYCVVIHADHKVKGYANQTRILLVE
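Purified LmPK (0.1 nM) with 0.5 mM PEP and 0.1 mM ADP in imidazole buffer pH 7.2 with MgCl2/KCl, 1 h at room temperature. ATP formed was read by luciferase luminescence and normalized to no-enzyme and uninhibited controls.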
AmpC no deterg: qHTS Inhibitors of AmpC Beta-Lactamase (assay without detergent); P00811; AmpC nitrocefin hydrolysis, absorbance 480 nm, 0.0001% Triton; Potency, µM (titrated, usually from 57.1 µM), for inactives: at the top dose activity change, negative = inhibition, usual class: inhibitors; 330,000 compounds, 0.52% hits; AID 485341, 2010;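 also: potency is read from the fitted curve at half-maximal effect; plate controls were no compound for no effect and no enzyme for full effect; nearly all actives have a fitted effect of over 20% in size; some results filed as inactive show a strong effect at the top dose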
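AmpC (5.3 nM in the dispensed reagent) in 20 mM phosphate pH 7.0 with 0.01% (detergent screen) or 0.0001% Triton X-100 was preincubated with compounds for 15 min at room temperature. Nitrocefin was then added from an 800 uM solution, and hydrolysis was followed at 480 nm.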
* marks the source's active call; other numbers are inactive results; ? = inconclusive; . = no result given; & = joins results of further samples; [ ] = dose if it differs, or a comment. Unless noted, calls follow the shape of the dose curve; as a rule, active = well fitted curve in the direction sought with a large enough effect; inconclusive = small, poorly fitted or top-dose-only effect, or another doubt; inactive = no such curve, though single readings can be large; an effect the other way counts as inactive or inconclusive. Unless noted, % is scaled to controls: 0 for no effect and ±100 for the full control effect.

SMILES	HCMV antiviral	AmpC detergent	TbPYK inhibitor	HCV inhibitor	AMA1-RON2 inh	LmPK inhibitor	AmpC no deterg
Cc1ccc(S(=O)(=O)N(C)CC(=O)NCCc2c[nH]c3ccccc23)cc1	?	?	5%	?	-14%	-2%	4%
CCC1(C)Cc2c(sc3nc(SC)n(-c4ccc(C)cc4)c(=O)c23)CO1 (stereo not drawn)	-3	1%	2%	.	.	.	.
Cc1csc2c(=O)sc(NC(=O)c3cccs3)nc12	-10	-2%	-2%	-9%	-1%	8%	9%
CN(C)c1cc[n+](CC(=O)N2c3ccccc3Sc3ccccc32)cc1	-84*	-2%	-1%	-23%	-10%	-1%	-8%
Cc1cccc(CNC(=O)CN2C(=O)CCn3nc(-c4cn(C)c5ccccc45)cc32)c1	22	-7%	-1%	.	.	.	.
CC1=C(C(=O)N(C)C)CC(CC(=O)NCc2ccco2)C(=O)N1Cc1ccccc1 (stereo not drawn)	-3	.	-1%	.	3%	.	.
CCOCc1c(C(=O)NCC(c2ccco2)N2CCCC2)oc2ccccc12 (stereo not drawn)	63	.	4%	-9%	-7%	.	3%
Cc1ccc(S(=O)(=O)N2C[C@]3(O)C[C@@H]4C(=O)N(c5ccccc5)C(=O)[C@@H]4C[C@]3(OC(=O)NCc3ccccc3)C2)cc1	6	.	1%	.	2%	.	.
C[C@@H]1CC[C@H](Cc2ccc(-n3cccc3)cc2)N1C(=O)OC(C)(C)C	-25	.	-9%	.	-29%	.	.
O=C(NCCCN1CCOCC1)c1cnccn1	-4	-2%	-7%	8%	22%	3%	-6%
Cc1cccc(-c2cc3nc(-c4ccccc4)cc(=O)n3[nH]2)c1	52	-4%	3%	-28%	16%	5%	-38%
O=[N+]([O-])c1cc(Cl)c2cccnc2c1O	-74*	1%	-4%	12%	?	1%	-21%
CCOC(=O)C1CCC(CN(Cc2ccccc2)S(=O)(=O)c2ccc([N+](=O)[O-])cc2)CC1 (stereo not drawn)	50	-4%	-12%	3%	?	-4%	-28%
CC1CCN(C(=S)NC2CC3CCC2C3)CC1 (stereo not drawn)	-10	-1%	0%	20%	3%	-3%	-10%
COc1ccc(CC(=O)Nc2ccc3nc(Nc4ccc(OC)cc4)cc(C)c3c2)cc1	-86*	15%	6%	.	.	.	.

Record cards (already shown). Order of values: HCMV antiviral	AmpC detergent	TbPYK inhibitor	HCV inhibitor	AMA1-RON2 inh	LmPK inhibitor	AmpC no deterg
C[C@@H]1CC[C@H](Cc2ccc(-n3cccc3)cc2)N1C(=O)OC(C)(C)C is listed as -25	.	-9%	.	-29%	.	.
Cc1cccc(CNC(=O)CN2C(=O)CCn3nc(-c4cn(C)c5ccccc45)cc32)c1 is listed as 22	-7%	-1%	.	.	.	.

Later entries
SMILES	HCMV antiviral	AmpC detergent	TbPYK inhibitor	HCV inhibitor	AMA1-RON2 inh	LmPK inhibitor	AmpC no deterg
COc1ncnc(-c2ccccc2)c1-c1ccccc1	-5	.	-1%	-30%	7%	.	.
CCOc1cc(C(=S)N2CCOCC2)ccc1OS(=O)(=O)c1ccc(OC)cc1	-37	-6%	-15%	?	-4%	0%	43%
O=C(CSc1nnc(C2CC2)n1-c1ccccc1)NCCc1ccccc1	-15	?	-8%	4%	41%[activator]	-1%	11%
CC(=O)c1ccc(OCCCN2CCCCC2)cc1	63	-1%	-3%	5%	-10%	3%	-2%
COc1ccc2c(c1)[nH]c1c(=O)n(CCc3cnc[nH]3)cnc12	69	10%	-2%	19%	12%	1%	-11%
COc1ccc(CCNC(=O)C2CCN(S(C)(=O)=O)CC2)cc1OC	96	-3%	2%	11%	-1%	-2%	?
N#CC(=C1CCCC1)c1nc(-c2ccc(Cl)cc2)cs1	-12	0%	5%	?	4%	1%	-17%
CC(=O)NC12CC3CC(C1)CC(C(=O)N(C)CC(=O)Nc1ccc(F)c(F)c1F)(C3)C2	-35	-5%	0%	10%	3%	.	0%
COc1ccc(NS(=O)(=O)c2cc(NC(=O)c3ccc(=O)[nH]c3)ccc2N2CCOCC2)cc1	-22	1%	-1%	-25%	3%	2%	-15%
COC(=O)c1oc2ccc(Br)cc2c1NC(=O)CN1CCN(C)CC1	15	.	-13%	-13%	-9%	.	.
O=C(CN1CCC(NC(=O)C2CCCCC2)CC1)Nc1ccccc1	21	.	-2%	0%	13%	.	.
COc1ccc(OCCCC(=O)OC(C)C(=O)Nc2ccccc2[N+](=O)[O-])cc1 (stereo not drawn)	-5	-13%	0%	0%	?	.	6%
O=C1c2ccccc2C(=O)N1CCSc1nncs1	-22	-13%	2%	4%	8%	2%	-7%
CCOC(=O)C1CCN(c2csc3ccc(C)cc3c2=O)CC1	-5	-4%	2%	.	.	.	.
CC(C)Oc1ccc(CNC(=O)CCCN2C(=O)c3cccnc3Oc3ccc(Cl)cc32)cc1	0	5%	5%[15.4 µM]	.	.	.	.
COc1ccc(NC(=O)Cn2c(=O)cc(C)c3c(C)nn(-c4cccc(Cl)c4C)c32)cc1OC	-103*	5%	0%	.	.	.	.
CCN(CC)c1ccc(N=Nc2ncn[nH]2)cc1	38	-3%	-7%	-9%	35%[activator]	-3%	-22%
CCCNC(=O)N1[C@H]2CC[C@@H]1C(C(=O)OC)=C(c1ccc3ccccc3c1)C2	.	2%	8%	0%	14%	.	46%
COc1ccc(S(=O)(=O)N2CCCCC2)cc1NC(=O)Cc1sc(C)nc1-c1ccc(F)cc1	-65*	233%[activator]	-1%	?	-13%	.	39%
Cc1nc2c(-c3ccccc3)c(C)nn2c(C)c1CC(=O)O	11	-1%	2%	12%	0%	-7%	-10%
COc1ccc(NC(=O)CSc2nc(-c3cccs3)cc(C(F)(F)F)n2)c(OC)c1	-31	-3%	1%	.	.	.	.
CC(NC(=O)/C(C#N)=C/c1ccc(N2CCOCC2)cc1)c1ccccc1 (stereo not drawn)	-6	2%	11%	?	5%	6%	62%[activator]
COc1ccc(CCC(=O)NCCc2cn3c(C)csc3n2)cc1	-35	-9%	3%	-6%	16%	17%	-13%
O=C(CSc1oc(-c2cccs2)nc1S(=O)(=O)c1ccccc1)Nc1ccc(F)cc1	-12	6%	1%	.	.	.	.
Cc1nc2oc3ccc(F)cc3c(=O)c2cc1C(=O)O	.	2%	-8%	-2%	2%	-21%	-22%
COc1ccc(Nc2ccc3ccccc3c2)cc1	7	.	4%	-4%	-14%	.	.
Cc1ccc(NC(=O)c2sc3nc4c(c(-c5ccco5)c3c2N)CCC4)cc1	-28	4%	-14%	?	15%	7%	-19%
CC(=O)c1ccc(S(=O)(=O)NCCC(=O)NCCc2c[nH]c3ccccc23)cc1	0	-6%	6%	14%	-4%	.	-46%
O=C(O)CC1CCC(=C(Cl)Cl)C1 (stereo not drawn)	-6	?	5%	-1%	-2%	21%	-5%
O=C(Nc1ccccc1Cl)c1cc(C2CCCCN2C(=O)CCCc2ccccc2)on1 (stereo not drawn)	28	.	-2%	.	3%	.	.

Quoted from the listing:
Result for CCOc1cc(C(=S)N2CCOCC2)ccc1OS(=O)(=O)c1ccc(OC)cc1 under TbPYK inhibitor: -15%
Result for CC(NC(=O)/C(C#N)=C/c1ccc(N2CCOCC2)cc1)c1ccccc1 (stereo not drawn) under AmpC detergent: 2%
Result for O=[N+]([O-])c1cc(Cl)c2cccnc2c1O under HCV inhibitor: 12%
Result for Cc1nc2c(-c3ccccc3)c(C)nn2c(C)c1CC(=O)O under HCMV antiviral: 11

Next results
SMILES	HCMV antiviral	AmpC detergent	TbPYK inhibitor	HCV inhibitor	AMA1-RON2 inh	LmPK inhibitor	AmpC no deterg
Cc1cc2cc(C)c(NCCNC(=O)c3ccccc3)nc2cc1C	-32	3%	1%	?	-11%	0%	237%[activator]
O=C(N/N=C\c1ccc(CN(Cc2ccc(Cl)cc2)S(=O)(=O)c2ccccc2)o1)C(=O)Nc1ccc(F)cc1	55	-8%	-14%	?	33%[activator]	4%	-32%
COc1ccc(CN(C)C(=O)c2cccc(S(=O)(=O)N3CCc4ccccc43)c2)c(OC)c1	-33	-2%	3%	?	-7%	.	82%[activator]
COc1cccc(N2CC(C(=O)NCc3n[nH]c(=O)c4ccccc34)CC2=O)c1 (stereo not drawn)	-8	-17%	4%	-7%	14%	.	-7%
CCOC(=O)NC(=O)CSc1nc(-c2ccc(C)c(C)c2)cn1-c1ccccc1	2	1%	?	?	-8%	0%	-32%
CC1(C)CC(=O)N(CC(=O)NCc2ccccc2)c2ccccc2S1(=O)=O	11	?	1%	7%	-1%	6%	3%
COC(=O)C(Cc1ccccc1)NS(=O)(=O)c1ccccc1Br (stereo not drawn)	13	-6%	-7%	10%	5%	1%	-23%
Cc1cccc(CCNC(=O)C2CCC(=O)N(Cc3ccc(Cl)cc3)C2)n1 (stereo not drawn)	?	-4%	9%	-6%	14%	-5%	27%
C=CCSc1nc(Cc2ccc(Cl)cc2)nc2ccccc12	-34	7%	5%	3%	-17%	0%	-13%
COc1ccc(CCNC(=O)Nc2nnc([C@H]3C[C@H](O)[C@@H](CO)O3)s2)cc1OC	10	.	4%	.	-2%	.	.
COCCCN1C(=O)C(CC(=O)NC(c2ccccc2)c2ccccc2)CC(C(=O)N2CCOCC2)=C1C (stereo not drawn)	-3	.	4%	.	6%	.	.
COc1ccc(N2CCN(S(=O)(=O)c3csc(C(N)=O)c3)CC2)cc1	10	15%	5%	.	.	.	.
CCCCOc1ccc(Cc2c(O)nc(SC)[nH]c2=O)cc1	20	?	-6%	26%	-3%	-1%	-13%
CCOc1ccc(CN2C(=O)c3ccccc3Sc3ccc(C(=O)NCCCN4CCOCC4)cc32)cc1	-31&-32	1%&2%	0%&-1%	?	-6%	-1%	203%[activator]
Cc1ccccc1N1CC(C(=O)N2CCCCCC2)CC1=O (stereo not drawn)	-3	?	-6%	26%	-14%	.	3%
CCCNc1nc(Nc2ccc(C)c(Cl)c2)c2cnn(C)c2n1	10	-7%	-2%	?	-11%	0%	54%
O=C(COc1ccc2c(-c3ccccc3)cc(=O)oc2c1)NCC1CCC(C(=O)O)CC1 (stereo not drawn)	-38	1%	-11%	13%	0%	3%	-21%
CC(=O)c1cc(NC(=O)c2ccc(C)cc2)c(=O)oc1C	3	-5%	-29%	10%	9%	-19%	-24%
Nc1nc(-c2ccc(C(=O)O)cc2)cs1	25	-15%	-20%	-18%	7%	-19%	-15%
Cn1cncc1COC(=O)c1ccc(Cl)cc1	-1	-5%	-1%	9%	12%	-3%	-13%
